TRPC6 activator – activates the mouse TRPC6 cation channel | Q61143 | HEK293-TRPC6 membrane potential dye fluorescence; stronger effect = higher value | AID 2550 | hit rate 0.13% among 310,000 | B-score at 10 µM;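 active = B-score of the integrated fluorescence ratio above library mean plus 3 SD, and starting fluorescence ratio within library mean plus 5 SD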;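 also: higher score means more depolarization so channel activation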
TMEM16A act – mouse TMEM16A channel activation, primary screen. Q8BHY3. hit rate 0.3% among 340,000. HEK293 TMEM16A/YFP-H148Q/I152L, iodide quench fluorescence; stronger effect = lower value. B-score at 10 µM;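 active = fluorescence-ratio B-score plate-corrected deviation score at least 3 library SD below zero, with starting fluorescence score within 5 deviations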;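 also: channel opened by trigger with iodide after compound preincubation; score built on the fluorescence ratio of max minus min over baseline; more negative score means more quench and so TMEM16A activation or potentiation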
Target sequence (Q8BHY3 whole entry, looked up): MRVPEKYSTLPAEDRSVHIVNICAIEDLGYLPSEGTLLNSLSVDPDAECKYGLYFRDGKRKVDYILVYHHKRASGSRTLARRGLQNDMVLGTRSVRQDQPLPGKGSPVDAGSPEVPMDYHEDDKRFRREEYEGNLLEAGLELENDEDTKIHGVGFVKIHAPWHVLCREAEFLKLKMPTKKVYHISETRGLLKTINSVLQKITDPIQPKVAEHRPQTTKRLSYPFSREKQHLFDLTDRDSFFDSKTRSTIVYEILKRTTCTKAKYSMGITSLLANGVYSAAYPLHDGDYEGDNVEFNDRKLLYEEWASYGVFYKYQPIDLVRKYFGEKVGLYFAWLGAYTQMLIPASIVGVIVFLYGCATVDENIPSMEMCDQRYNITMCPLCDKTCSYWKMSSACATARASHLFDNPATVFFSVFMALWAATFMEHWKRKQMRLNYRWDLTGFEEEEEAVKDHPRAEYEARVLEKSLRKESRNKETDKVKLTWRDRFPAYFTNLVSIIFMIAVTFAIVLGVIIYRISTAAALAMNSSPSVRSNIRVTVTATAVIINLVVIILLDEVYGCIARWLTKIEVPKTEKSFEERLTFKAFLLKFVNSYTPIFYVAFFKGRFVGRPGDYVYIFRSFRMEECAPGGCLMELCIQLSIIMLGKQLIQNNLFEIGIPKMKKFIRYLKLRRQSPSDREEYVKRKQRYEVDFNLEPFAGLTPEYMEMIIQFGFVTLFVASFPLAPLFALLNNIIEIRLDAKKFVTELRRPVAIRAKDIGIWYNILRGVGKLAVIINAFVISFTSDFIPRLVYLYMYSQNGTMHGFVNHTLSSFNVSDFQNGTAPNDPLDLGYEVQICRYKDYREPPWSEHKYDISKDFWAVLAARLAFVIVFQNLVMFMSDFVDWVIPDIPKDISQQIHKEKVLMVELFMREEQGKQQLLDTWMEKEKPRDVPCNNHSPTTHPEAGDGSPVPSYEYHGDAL
MrgX1 agonist – human MrgX1 receptor agonism, primary screen. Q96LB2. AID 588627. hit rate 0.44% among 310,000. MrgX1-HEK293 cells, Fluo-4 calcium fluorescence, agonist mode; stronger effect = higher value. B-score at 10 µM;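 active = calcium response B-score plate-corrected fluorescence ratio at least 3 library SD, with starting fluorescence B-score inside 5 SD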
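System: HEK293 cells stably expressing human MrgX1 receptor; Dosing: test compound in the initial addition of three; Schedule: overnight plating, then 30 min 37 °C plus 30 min room-temperature dye loading; Detection: kinetic calcium dye fluorescence, Fluo-4 NW; Controls: per-plate positive and negative controls for Z′ factor.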
MrgX1 antag – antagonists of human MrgX1 receptor. B-score at 10 µM. MRGX1-HEK293 calcium flux, Fluo-4, BAM8-22 antagonism; stronger effect = lower value. hit rate 1.3% among 310,000. Q96LB2. AID 588676;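 active = calcium-response B-score plate-corrected more than 3 library SD below zero, starting fluorescence within 5 deviations, no agonist response on first addition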;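 also: peak minus trough fluorescence over baseline after final BAM8-22 challenge near maximal dose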
MrgX1 allo act – allosterically activates human MrgX1 receptor signaling. Q96LB2. MrgX1-HEK293, Fluo-4 calcium flux, FDSS; stronger effect = higher value. B-score at 10 µM. hit rate 0.63% among 310,000. AID 588675;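 active = plate-corrected calcium response at least 3 library SD above typical, normal starting fluorescence, not activating the receptor alone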;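 also: compound read alongside a low EC10 to EC30 dose of BAM8-22 agonist; peak minus trough fluorescence over baseline measured at the second addition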
TRPC6 inhibitor – inhibitors of mouse TRPC6 channel | B-score at 10 µM | HEK293-TRPC6, membrane potential dye, ACh-evoked depolarization; stronger effect = lower value | hit rate 1.1% among 310,000 | Q61143;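 active = B-score under library mean minus 3 SD, initial fluorescence not abnormally high, positive integrated signal ratio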;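 also: B-score derived from integrated fluorescence ratio over the kinetic read; more negative B-score means stronger inhibition of depolarization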
SKKanGAS inh – blocks kanamycin growth of S. pyogenes SKKanGAS strain; BacTiter-Glo, 6 h; inhibition, % at 7.5 µM; hit rate 1.3% among 300,000; AID 1662;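 active = mean replicate score, as percent of positive control median, at least 50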;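 also: strain carries kanamycin resistance gene driven by streptokinase promoter and grows in 40 µg/ml kanamycin; loss of luminescence reflects streptokinase promoter inhibition or plain growth inhibition; 0% = median of DMSO wells and 100% = positive control at its reference dose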
RGS4 inh – inhibitors of human RGS4; P49798; HEK293 M3R/RGS4 inducible, Fluo-4 calcium flux; stronger effect = higher value; triggered by carbachol at its EC20; B-score at 10 µM; hit rate 0.45% among 310,000; AID 463165;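 active = B-score, a plate-corrected calcium signal, over three deviations above library mean, with baseline fluorescence within five deviations of library mean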;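 also: RGS4 expression induced by doxycycline in cells with stable M3 receptor; B-score is computed from the integrated fluorescence ratio over baseline after carbachol; higher B-score means a larger calcium signal and so more RGS4 inhibition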
RGS4 pot – potentiators or activators of RGS4 | HEK293 M3R/inducible RGS4, carbachol calcium flux Fluo4; stronger effect = lower value | B-score at 10 µM | hit rate 0.92% among 310,000 | AID 463111;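 active = B-score of the integrated calcium signal more than 4 SD below the library mean, with starting fluorescence not abnormally high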;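 also: negative B-score means reduced calcium response which marks RGS4 activation or potentiation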
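Material: Inducible-RGS4 HEK293 cells carrying M3 receptor; also added: carbachol at ECmax as muscarinic agonist stimulus; incubation: compound preincubation 20 min at room temperature before agonist; signal: Fluo4-AM (2 µM) calcium-flux fluorescence, kinetic read; measure: integrated calcium ratio converted to B score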
TMEM16A inh – inhibitors of mouse TMEM16A calcium-activated chloride channel | Q8BHY3 | HEK293 TMEM16A/YFP iodide influx fluorescence, ionomycin | normalized B-score (activity score, 25-100; higher = stronger inhibition) at 10 µM | hit rate 1.2% among 310,000;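 active = ratio plate-corrected score three or more library SD toward inhibition, starting fluorescence score within five deviations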;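 also: score derived from kinetic fluorescence span divided by baseline fluorescence per well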
HDAC3 inhib – human HDAC3 inhibition | recombinant HDAC3, fluorogenic peptide/trypsin coupled, fluorescence | O15379 | hit rate 0.15% among 320,000 | inhibition, % at 8.3 µM | AID 2718; in the data active = inhibition above about 26%, passing the limit was not always enough
* marks the source's active call; other numbers are inactive results.

Screening CSc1cccc(NC(=O)COc2cccc3ccccc23)c1 returned TRPC6 activator inactive, TMEM16A act inactive, MrgX1 agonist inactive, MrgX1 antag inactive, MrgX1 allo act inactive, TRPC6 inhibitor inactive, SKKanGAS inh 0, RGS4 inh inactive, RGS4 pot inactive, TMEM16A inh inactive and HDAC3 inhib -4.
For O=c1[nH]n(-c2ccc(Cl)cc2)c2ncccc12 the results were TRPC6 activator inactive, TMEM16A act inactive, MrgX1 agonist inactive, MrgX1 antag inactive, MrgX1 allo act inactive, TRPC6 inhibitor inactive, SKKanGAS inh -5, RGS4 inh inactive, RGS4 pot inactive, TMEM16A inh inactive and HDAC3 inhib -9.
For CC(C(=O)Nc1sc2c(c1C(=O)NCc1ccco1)CCCC2)N1C(=O)c2ccccc2C1=O (centres undefined) the results were TRPC6 activator inactive, TMEM16A act inactive, MrgX1 agonist inactive, MrgX1 antag inactive, MrgX1 allo act inactive, TRPC6 inhibitor inactive, SKKanGAS inh 15, RGS4 inh inactive, RGS4 pot inactive, TMEM16A inh inactive and HDAC3 inhib 5.
CCOC(=O)N1CCN(C(=O)NC2CCCCC2)CC1 was read as TRPC6 activator inactive, TMEM16A act inactive, MrgX1 agonist inactive, MrgX1 antag inactive, MrgX1 allo act inactive, TRPC6 inhibitor inactive, SKKanGAS inh 13, RGS4 inh inactive, RGS4 pot inactive, TMEM16A inh inactive and HDAC3 inhib -10.
O=C1C2C3C=CC(C3)C2C(=O)N1c1ccc2c(c1)OCO2 (centres undefined) was read as TRPC6 activator inactive, TMEM16A act inactive, MrgX1 agonist inactive, MrgX1 antag inactive, MrgX1 allo act inactive, TRPC6 inhibitor inactive, SKKanGAS inh 5, RGS4 inh inactive, RGS4 pot inactive, TMEM16A inh inactive and HDAC3 inhib -5.
Screening CCN(CC)c1ccc(CN2CCC(C(=O)NCc3ccc(C)cc3)CC2)cc1 returned TRPC6 activator inactive, TMEM16A act inactive, MrgX1 agonist inactive, MrgX1 antag inactive, MrgX1 allo act inactive, TRPC6 inhibitor -5.1*, SKKanGAS inh -8, RGS4 inh inactive, RGS4 pot inactive, TMEM16A inh inactive and HDAC3 inhib -2.
Screening COc1cc(NC(=O)Cc2nn(C)c(=O)c3ccccc23)cc(OC)c1OC returned TRPC6 activator inactive, TMEM16A act inactive, MrgX1 agonist inactive, MrgX1 antag inactive, MrgX1 allo act inactive, TRPC6 inhibitor inactive, SKKanGAS inh 3, RGS4 inh inactive, RGS4 pot inactive, TMEM16A inh inactive and HDAC3 inhib 2.
`O=C(CCCOc1ccc(Cl)cc1Cl)N/N=C\C1CCCCC1` gave TRPC6 activator inactive, TMEM16A act inactive, MrgX1 agonist inactive, MrgX1 antag inactive, MrgX1 allo act inactive, TRPC6 inhibitor inactive, SKKanGAS inh 4, RGS4 inh inactive, RGS4 pot inactive, TMEM16A inh inactive and HDAC3 inhib 4.
Screening CCOC(=O)C1CCN(C(=O)CSc2c3c(nc4ccccc24)CCC3)CC1 returned TRPC6 activator inactive, TMEM16A act inactive, MrgX1 agonist inactive, MrgX1 antag inactive, MrgX1 allo act inactive, TRPC6 inhibitor inactive, SKKanGAS inh 4, RGS4 inh inactive, RGS4 pot inactive, TMEM16A inh inactive and HDAC3 inhib 2.
`O=C(NCCC1=CCCCC1)c1coc(=O)c(Br)c1` gave TRPC6 activator inactive, TMEM16A act inactive, MrgX1 agonist inactive, MrgX1 antag inactive, MrgX1 allo act inactive, TRPC6 inhibitor inactive, SKKanGAS inh -2, RGS4 inh inactive, RGS4 pot inactive, TMEM16A inh inactive and HDAC3 inhib -2.
CN1C(=O)/C(=C/c2ccc(OCc3ccc(F)cc3)cc2)N(C)C1=S was read as TRPC6 activator inactive, TMEM16A act inactive, MrgX1 agonist inactive, MrgX1 antag inactive, MrgX1 allo act inactive, TRPC6 inhibitor inactive, SKKanGAS inh -6, RGS4 inh inactive, RGS4 pot inactive, TMEM16A inh inactive and HDAC3 inhib -5.
Screening Cc1c(C(=O)NCCNc2ncc(C(F)(F)F)cc2Cl)cccc1[N+](=O)[O-] returned TRPC6 activator inactive, TMEM16A act inactive, MrgX1 agonist inactive, MrgX1 antag inactive, MrgX1 allo act inactive, TRPC6 inhibitor inactive, SKKanGAS inh -2, RGS4 inh inactive, RGS4 pot inactive, TMEM16A inh inactive and HDAC3 inhib 4.
CCOc1ccccc1C(=O)N/N=C/c1coc2ccc(C)cc2c1=O was read as TRPC6 activator inactive, TMEM16A act inactive, MrgX1 agonist inactive, MrgX1 antag inactive, MrgX1 allo act inactive, TRPC6 inhibitor inactive, RGS4 inh inactive, RGS4 pot inactive, TMEM16A inh inactive and HDAC3 inhib 8.
Screening Cn1nnc(NC(=S)NC(=O)c2cccs2)n1 returned TRPC6 activator inactive, TMEM16A act inactive, MrgX1 agonist inactive, MrgX1 antag inactive, MrgX1 allo act inactive, TRPC6 inhibitor inactive, SKKanGAS inh 0, RGS4 inh inactive, RGS4 pot inactive, TMEM16A inh inactive and HDAC3 inhib 1.
For Cc1nn(-c2ccccc2)c(C)c1C(=O)OCC(=O)NC12CC3CC(CC(C3)C1)C2 the results were TRPC6 activator inactive, TMEM16A act inactive, MrgX1 agonist inactive, MrgX1 antag inactive, MrgX1 allo act inactive, TRPC6 inhibitor inactive, SKKanGAS inh 8, RGS4 inh inactive, RGS4 pot inactive, TMEM16A inh inactive and HDAC3 inhib 3.
c1ccc(-c2nnsc2-c2ccccc2)cc1 was read as TRPC6 activator inactive, TMEM16A act inactive, MrgX1 agonist inactive, MrgX1 antag inactive, MrgX1 allo act inactive, TRPC6 inhibitor inactive, SKKanGAS inh 11, RGS4 inh inactive, RGS4 pot inactive, TMEM16A inh inactive and HDAC3 inhib -6.
For CC(C)(CNC(=O)c1ccc(S(=O)(=O)N2CCCC2)cc1)N1CCOCC1 the results were TRPC6 activator inactive, TMEM16A act inactive, MrgX1 agonist inactive, MrgX1 antag inactive, MrgX1 allo act inactive, TRPC6 inhibitor inactive, SKKanGAS inh -1, RGS4 inh inactive, RGS4 pot inactive, TMEM16A inh inactive and HDAC3 inhib 8.
Screening O=C(/C(=C/O)N=Nc1ccccc1)c1cccs1 returned TRPC6 activator inactive, TMEM16A act inactive, MrgX1 agonist inactive, MrgX1 antag inactive, MrgX1 allo act inactive, TRPC6 inhibitor inactive, SKKanGAS inh 6, RGS4 inh inactive, RGS4 pot inactive, TMEM16A inh inactive and HDAC3 inhib -1.
Screening Cc1ccc(CSCc2ccc(C(=O)O)o2)cc1 returned TRPC6 activator inactive, TMEM16A act inactive, MrgX1 agonist inactive, MrgX1 antag inactive, MrgX1 allo act inactive, TRPC6 inhibitor inactive, SKKanGAS inh -4, RGS4 inh 5*, RGS4 pot inactive, TMEM16A inh inactive and HDAC3 inhib -1.
Screening CC1CCCN(c2c([N+](=O)[O-])c(=O)oc3ccccc23)C1 (centres undefined) returned TRPC6 activator inactive, TMEM16A act inactive, MrgX1 agonist inactive, MrgX1 antag inactive, MrgX1 allo act inactive, TRPC6 inhibitor inactive, SKKanGAS inh 1, RGS4 inh inactive, RGS4 pot inactive, TMEM16A inh inactive and HDAC3 inhib 1.
Screening Cc1cc(Sc2nc(NC(C)(C)C)nc(N3CCOCC3)n2)nc(Cl)n1 returned TRPC6 activator inactive, TMEM16A act inactive, MrgX1 agonist inactive, MrgX1 antag inactive, MrgX1 allo act inactive, TRPC6 inhibitor inactive, SKKanGAS inh -3, RGS4 inh inactive, RGS4 pot inactive, TMEM16A inh inactive and HDAC3 inhib -6.
`CCOC(=O)N1CCN(S(=O)(=O)c2ccc(Br)cc2)CC1` gave TRPC6 activator inactive, TMEM16A act inactive, MrgX1 agonist inactive, MrgX1 antag inactive, MrgX1 allo act inactive, TRPC6 inhibitor inactive, SKKanGAS inh -18, RGS4 inh inactive, RGS4 pot inactive, TMEM16A inh inactive and HDAC3 inhib 3.
Screening S=C(NCc1ccc(Cl)cc1)NC1CCN(Cc2ccccc2)CC1 returned TRPC6 activator inactive, TMEM16A act inactive, MrgX1 agonist inactive, MrgX1 antag inactive, MrgX1 allo act inactive, TRPC6 inhibitor inactive, SKKanGAS inh -1, RGS4 inh inactive, RGS4 pot inactive, TMEM16A inh inactive and HDAC3 inhib 1.
Screening O=C(C1CCC(N2C(=O)C3CC=CCC3C2=O)CC1)N1CCCCC1 (centres undefined) returned TRPC6 activator inactive, TMEM16A act inactive, MrgX1 agonist inactive, MrgX1 antag inactive, MrgX1 allo act inactive, TRPC6 inhibitor inactive, SKKanGAS inh -4, RGS4 inh inactive, RGS4 pot inactive, TMEM16A inh inactive and HDAC3 inhib 2.
Screening COc1ccc(N2CCN(C(=O)CCC(=O)N3CC(C)Oc4ccccc43)CC2)cc1 (centres undefined) returned TRPC6 activator inactive, TMEM16A act inactive, MrgX1 agonist inactive, MrgX1 antag inactive, MrgX1 allo act inactive, TRPC6 inhibitor inactive, SKKanGAS inh -6, RGS4 inh inactive, RGS4 pot inactive, TMEM16A inh inactive and HDAC3 inhib 1.
`Cc1ccc(/C=N/Nc2cn[nH]c(=O)n2)o1` gave TRPC6 activator inactive, TMEM16A act inactive, MrgX1 agonist inactive, MrgX1 antag inactive, MrgX1 allo act inactive, TRPC6 inhibitor inactive, SKKanGAS inh -5, RGS4 inh inactive, RGS4 pot inactive, TMEM16A inh inactive and HDAC3 inhib 0.
`Cc1ccccc1C(=O)N1CCC(C(=O)N(C)CC(=O)Nc2cccc(F)c2)CC1` gave TRPC6 activator inactive, TMEM16A act inactive, MrgX1 agonist inactive, MrgX1 antag inactive, MrgX1 allo act inactive, TRPC6 inhibitor inactive, SKKanGAS inh -2, RGS4 inh inactive, RGS4 pot inactive, TMEM16A inh inactive and HDAC3 inhib -4.
Cc1oc(-c2ccccc2)nc1CS(=O)CC(=O)NC1CCCCCC1 (centres undefined) was read as TRPC6 activator inactive, TMEM16A act inactive, MrgX1 agonist inactive, MrgX1 antag inactive, MrgX1 allo act inactive, TRPC6 inhibitor inactive, SKKanGAS inh 3, RGS4 inh inactive, RGS4 pot inactive, TMEM16A inh inactive and HDAC3 inhib 1.
`Cc1noc(NS(=O)(=O)c2ccc(NC(=O)CSc3nc4c(cc3C#N)CCCCC4)cc2)c1C` gave TRPC6 activator inactive, TMEM16A act inactive, MrgX1 agonist inactive, MrgX1 antag inactive, MrgX1 allo act inactive, TRPC6 inhibitor inactive, SKKanGAS inh 23, RGS4 inh inactive, RGS4 pot inactive, TMEM16A inh inactive and HDAC3 inhib 4.

Assay outcomes: PubChem BioAssay, several laboratories
